Screening results from PubChem BioAssay.
ATXN2 expr inh = reduces ATXN2 reporter expression in HEK-293 cells. 360,000 compounds, 0.72% hits. Potency, µM (series often up to 57 µM), for inactives: at the top dose activity change, negative = inhibition, hits mostly inhibitors. HEK-293 ATXN2-luciferase reporter, luminescence, 24 h; note: % is set by controls: 0 for no effect and ±100 for the full control effect; nearly all actives have a fitted effect of over 55% in size
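qHTS (up to 57 uM final) was run with 24 h compound exposure of reporter cells at 37 °C. Each well was multiplexed: SteadyGlo luminescence measured ATXN2-luciferase expression after a fluorogenic Gly-Phe-AFC viability readout (25 uM final).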
Nrf2 activator = activators of Nrf2 (ARE) signaling. AREc32 ARE-luciferase reporter (MCF7-derived line), luminescence, 24 h. 410,000 compounds, 0.31% hits. Potency, µM (titrated, usually from 46.1 µM), inactives show at the highest dose activation, usual class: activators; note: % of control where 0% means no effect; nearly all actives have a fitted effect of over 65% in size
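Luciferase luminescence (Steady-Glo, 30 min at room temperature) served as the read-out of ARE activation in AREc32 cells treated with compounds for 24 hr at 37 deg C.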
ATXN viability = cell viability loss in ATXN counter-screen; AID 651635; Potency, µM (titrated, usually from 56.7 µM), usual class: cytotoxic; S2 cells (HEK-293 line with an ATXN2-luciferase reporter) viability, CellTiter-Fluor protease fluorescence, 24 h; 400,000 compounds, 0.49% hits; note: nearly all actives have a fitted effect of over 40% in size
MCF10A rereplic = DNA re-replication induction in MCF 10a cells; MCF 10A DNA re-replication, Hoechst nuclear intensity, 48 h; Potency, µM (top dose mostly 46.1 µM), inactives show at the highest dose activity, positive = re-replication, usual class: activators; 350,000 compounds, 2.9% hits; AID 624296; note: % of control where 0% means no effect; nearly all actives have a fitted effect of over 50% in size
HepG2 tox = kills HepG2 cells in TGF-b inhibitor counter-screen; HepG2 CAGA-GFP viability, ATP luminescence, 18 h; Potency, µM (series often up to 46.1 µM), without a hit: top-dose activity change, negative = cytotoxicity, hits mostly cytotoxic; 410,000 compounds, 0.76% hits; AID 588856; note: some results filed as inactive show a strong effect at the top dose
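HepG2 CAGA-GFP cells (1000/well, DMEM with 1% FBS) received compound, then TGF-beta at 500 pg/mL final, and were incubated 18 hours at 37 degrees C. Viability was read by CellTiter-Glo luminescence. Media-only wells were set as complete cell-killing and DMSO as no toxicity.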
Nrf2 block = inhibitors of Nrf2 signaling; A549 ARE-Fluc reporter, luciferase luminescence, 18-24 h; Potency, µM (doses to about 46 µM), inactives show at the highest dose activity change, negative = inhibition, actives largely listed as inhibitors; 360,000 compounds, 2.1% hits; AID 504444; note: % is set by controls: 0 for no effect and ±100 for the full control effect; nearly all actives have a fitted effect of over 60% in size
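A549 ARE_Fluc cells (5000/well, 5% FBS OPTI-MEM) pre-incubated 2 h, then treated with compounds 18-24 h at 37C/5% CO2 in concentration-response. CellTiter-Fluor viability read first; BugLite luciferase luminescence after 15 min at room temperature gives Nrf2 activity.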
A549 viability = kills or reduces viability of A549 cells in Nrf2 counter-screen | A549 ARE-Fluc cells, CellTiter-Fluor viability, 18-24 h | AID 504648 | Potency, µM (titrated, usually from 46 µM), without a hit: top-dose activity change, negative = cytotoxicity, hits mostly inhibitors | 390,000 compounds, 0.16% hits; note: % is set by controls: 0 for no effect and ±100 for the full control effect
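A549 ARE_Fluc cells in 5% FBS OPTI-MEM were exposed to compounds in concentration-response for 18-24 h at 37 deg C. Viability was read by CellTiter-Fluor fluorescence (Ex 405/Em 525) after 30 min, before the luciferase read.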
EPAC2 antag = EPAC2 (human) antagonism | Q8WZA2 | EPAC2 GEF exchange of Rap1B-BODIPY-GDP, fluorescence | Potency, µM (titrated, usually from 114 µM), inactives show at the highest dose activity, negative = inhibition, actives largely listed as inhibitors | 360,000 compounds, 0.18% hits | AID 720708; note: % is set by controls: 0 for no effect and ±100 for the full control effect; nearly all actives have a fitted effect of over 45% in size; many of its hits are not listed in these tables
Target sequence (Q8WZA2 whole entry, looked up): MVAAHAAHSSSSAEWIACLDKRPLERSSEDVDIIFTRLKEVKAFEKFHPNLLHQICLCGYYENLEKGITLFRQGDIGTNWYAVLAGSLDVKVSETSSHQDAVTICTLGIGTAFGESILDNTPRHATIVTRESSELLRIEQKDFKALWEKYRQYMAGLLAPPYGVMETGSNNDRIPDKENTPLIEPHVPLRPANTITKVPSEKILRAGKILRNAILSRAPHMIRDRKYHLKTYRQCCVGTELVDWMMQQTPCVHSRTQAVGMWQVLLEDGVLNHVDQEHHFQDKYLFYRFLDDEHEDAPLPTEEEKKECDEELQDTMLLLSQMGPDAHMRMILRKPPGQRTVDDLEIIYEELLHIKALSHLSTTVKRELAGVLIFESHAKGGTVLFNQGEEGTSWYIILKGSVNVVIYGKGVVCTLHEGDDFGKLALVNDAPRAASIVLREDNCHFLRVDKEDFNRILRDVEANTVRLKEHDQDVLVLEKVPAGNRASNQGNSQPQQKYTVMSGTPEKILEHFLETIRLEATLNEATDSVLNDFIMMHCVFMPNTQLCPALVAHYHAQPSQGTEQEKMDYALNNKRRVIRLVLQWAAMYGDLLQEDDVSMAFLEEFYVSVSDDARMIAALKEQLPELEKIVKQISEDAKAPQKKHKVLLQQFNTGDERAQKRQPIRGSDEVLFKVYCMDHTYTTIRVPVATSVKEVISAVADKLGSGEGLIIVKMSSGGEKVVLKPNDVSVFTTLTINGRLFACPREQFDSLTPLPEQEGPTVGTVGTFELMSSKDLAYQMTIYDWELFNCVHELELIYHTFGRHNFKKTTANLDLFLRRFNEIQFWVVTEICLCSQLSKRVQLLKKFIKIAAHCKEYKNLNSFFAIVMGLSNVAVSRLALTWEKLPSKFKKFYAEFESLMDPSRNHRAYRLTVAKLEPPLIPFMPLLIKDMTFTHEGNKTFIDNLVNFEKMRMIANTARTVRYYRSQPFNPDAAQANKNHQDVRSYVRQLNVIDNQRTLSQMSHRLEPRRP
TGFb inhibitor = inhibitors of TGF-b signaling | AID 588855 | HepG2 CAGA-GFP TGF-b/SMAD3 reporter, GFP fluorescence, 18 h; TGF-beta stimulated, 500 pg/mL final | 410,000 compounds, 1.2% hits | Potency, µM (top dose mostly 46.1 µM), without a hit: at the highest dose activity, negative = inhibition, actives largely listed as inhibitors; note: % is set by controls: 0 for no effect and ±100 for the full control effect; nearly all actives have a fitted effect of over 65% in size
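First, reporter cells (HEPG2 CAGA-GFP) rested 2 h at 37 degrees C. Next, compounds were pinned in and TGF-beta added to 500 pg/mL final. After 18 h, GFP was imaged per cell and summed per well.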
* = called active by the depositor; i = inactive; ? = inconclusive; nt = not tested or not shown; [ ] = remark or other dose. Calls come from the whole dose curve; as a rule, active = well fitted curve in the direction sought with a large enough effect; inconclusive = small, poorly fitted or top-dose-only effect, or another doubt; inactive = no such curve, though single readings can be large; an effect the other way counts as inactive or inconclusive. Potency is the fitted concentration of half-maximal effect. Only part of the results is shown; the hit share may differ from the screen's.

SMILES	ATXN2 expr inh	Nrf2 activator	ATXN viability	MCF10A rereplic	HepG2 tox	Nrf2 block	A549 viability	EPAC2 antag	TGFb inhibitor
Cc1cc(N(C)C)cc(C)c1N=Nc1cc[n+]([O-])cc1	nt	13%	11µM*	nt	-47%	nt	nt	-26%	0%
COc1ccc(N2CCN(C(=O)COC(=O)CC(NC(N)=O)c3ccc(Cl)cc3)CC2)cc1 (configuration not stated)	nt	-0.1%	i	nt	-5%	nt	nt	8%	5%
NC(=O)[C@@H]1CC2(CC(c3cccc(NC(=O)[C@H]4CCC(=O)N4)c3)=NO2)CN1C(=O)COc1ccc(Cl)cc1 (some centres not stated)	1%	-1.2%	i	?	6%	-5%	13%	14%	5%
O=[N+]([O-])c1cccc(P(=O)(O)c2cccc([N+](=O)[O-])c2)c1	4%	0.4%	i	0%	15%	-11%	0%	-1%	1%
COc1ccc(-n2nccc2-c2nn(-c3cccc(OC)c3)c(=O)n(C)c2=O)cc1	2%	0.3%	i	?	-42%	-22%	-8%	3%	-11%
O=C(CSc1nc2ccccc2c(=O)n1-c1ccc(F)cc1F)NC1CC1	nt	-1.2%	i	nt	2%	nt	nt	7%	5%
O=C(Nc1ccccc1-c1ccccc1)c1ccccc1Br	-16%	0.1%	i	11%	-31%	-4%	1%	?	4%
CCN1C(=O)/C(=C2\Sc3ccccc3N2CC)OC1=S	-33%[11.3 µM]	-0.5%	i	14%	-8%	-24%	-12%	-9%	-5%
CC(=O)Nc1cc(C(=O)Nc2ccc3c(c2)N(C)C(=O)c2ccccc2S3)ccc1C	3%	5.4%	?	nt	-2%	nt	?	nt	?
Cc1ccc(S(=O)(=O)N(C)C)cc1NC(=S)NC(C)CCC(C)C (configuration not stated)	0%	6.1%	i	16%	-31%	?	-8%	-3%	-30%
CCN(CCCNC(=O)c1nn(C)c2c1CS(=O)(=O)c1ccccc1-2)Cc1ccccc1	-11%	-0.1%	i	10%	-30%	15%	1%	2%	6%
CCOc1ccc(OCC(=O)OCC(=O)NNC(=O)c2ccc([N+](=O)[O-])cc2)cc1	-4%	0.2%	i	2%	2%	-30%	2%	0%	0%

Filtered by structure: those above with a halogen (4)
SMILES	ATXN2 expr inh	Nrf2 activator	ATXN viability	MCF10A rereplic	HepG2 tox	Nrf2 block	A549 viability	EPAC2 antag	TGFb inhibitor
COc1ccc(N2CCN(C(=O)COC(=O)CC(NC(N)=O)c3ccc(Cl)cc3)CC2)cc1 (configuration not stated)	nt	-0.1%	i	nt	-5%	nt	nt	8%	5%
NC(=O)[C@@H]1CC2(CC(c3cccc(NC(=O)[C@H]4CCC(=O)N4)c3)=NO2)CN1C(=O)COc1ccc(Cl)cc1 (some centres not stated)	1%	-1.2%	i	?	6%	-5%	13%	14%	5%
O=C(CSc1nc2ccccc2c(=O)n1-c1ccc(F)cc1F)NC1CC1	nt	-1.2%	i	nt	2%	nt	nt	7%	5%
O=C(Nc1ccccc1-c1ccccc1)c1ccccc1Br	-16%	0.1%	i	11%	-31%	-4%	1%	?	4%

(cont.)
SMILES	ATXN2 expr inh	Nrf2 activator	ATXN viability	MCF10A rereplic	HepG2 tox	Nrf2 block	A549 viability	EPAC2 antag	TGFb inhibitor
CCOC(=O)[C@]12CCC=C1N(Cc1ccc3c(c1)OCO3)C(=O)[C@H](CC(=O)NCCCN1CCCC1=O)C2	4%	-0.8%	i	nt	nt	nt	nt	-1%	nt
c1ccc(-c2noc(CN3CCCC(OCc4ccccn4)C3)n2)cc1 (configuration not stated)	nt	0.1%	i	1%	-19%	21%	13%	8%	?
CCOc1ccc(OCC)c(NC(=O)CCS(=O)(=O)c2ccc(Br)s2)c1	-4%	0.3%	i	-1%	-36%	-2%	-4%	0%	7%
O=C(CCc1ccccn1)N1CCCC(Nc2cccc(F)c2)C1 (configuration not stated)	0%	0.0%	i	7%	-12%	-12%	1%	8%	4%
COc1ccc(NC(=O)c2ccc3c(=O)n4c(nc3c2)CCCCC4)cc1	5%	2.1%	i	5%	-16%	-3%	-10%	0%	-12%
COc1ccc(Cl)cc1NC(=S)NCCN1CCOCC1	-34%	-0.4%	i	0.46µM*	-9%	10%	0%	2%	-18%
O=C(O/N=C1\CCCc2ccccc21)c1cccc(Cl)c1	3%	3.1%	i	4%	4%	10%	3%	-1%	?
COc1cccc(-n2cc(C(=O)Oc3cccc(C(F)(F)F)c3)c3ccccc3c2=O)c1	nt	0.1%	nt	nt	1%	nt	7%	nt	30%
CCC(C)C1Nc2ccc(C(=O)NCc3ccc4c(c3)OCO4)cc2NC1=O (configuration not stated)	-5%	0.0%	i	11%	-11%	?	1%	-7%	6%
CC1(C)CC(NC(=O)C23CCC(C)(C(=O)C2)C3(C)C)CC(C)(C)N1 (configuration not stated)	0%	-0.5%	i	6%	6%	12%	-3%	-5%	-8%
Cc1ccc(C(=O)C(C)OC(=O)CCN=C2NS(=O)(=O)c3ccccc32)cc1 (configuration not stated)	0%	-0.2%	i	-29%	-9%	?	-8%	-3%	-24%
COC(=O)c1ccc(OCC2c3cc(OC)c(OC)cc3CCN2C(=O)c2ccccc2F)cc1 (configuration not stated)	-23%	4.6%	i	nt	-26%	nt	-3%	nt	-22%
Cc1oc2ccc(O)cc2c1C(=O)c1ccc(Cl)cc1	-16%	5.7%	?	?	-35%	-19%	-3%	-4%	-10%
O=C(NCCCN1CCN(c2cccc(Cl)c2)CC1)C1(S(=O)(=O)c2ccc(Cl)cc2)CC1	-22%	2.8%	i	?	-30%	?	?	-10%	-12%
COc1ccc(CCNCc2cc3ccc(C)cc3[nH]c2=O)cc1OC	-26%	-0.2%	i	3%	-19%	-5%	-8%	2%	-6%
COc1ccccc1-c1noc(-c2ccc(N(C)Cc3ccccc3)c([N+](=O)[O-])c2)n1	2%	3.7%	i	nt	-38%	-9%	-9%	nt	-34%
CC1Cc2ccccc2N1C(=O)CO/N=C/c1ccc(OC(F)F)cc1 (configuration not stated)	7%	-0.6%	i	1%	-15%	-3%	7%	-1%	0%
CC(=O)c1c(C)[nH]c(C(=O)COc2ccc3c(C)cc(=O)oc3c2)c1C	-3%	0.1%	i	?	10%	?	-1%	10%	1%
COC(=O)c1cccc(/C=N/NC(N)=S)c1O	nt	0.0%	?	24%	-51%	-13%	-4%	13%	?
O=C(Cn1ncc2c3ccccc3n(Cc3ccc(Cl)cc3)c2c1=O)NCc1cccs1	8%	0.0%	i	nt	-21%	12%	13%	nt	2%
COc1ccc(S(=O)(=O)N2CCC(C(=O)NCc3ccccn3)CC2)cc1C	0%	0.4%	i	7%	-3%	nt	4%	-6%	0%
O=S(=O)(Nn1cnnc1)c1ccccc1Cl	-4%	-0.6%	i	-17%	2%	5%	-2%	-3%	19%
O=c1[nH]c(O)c(C=Nc2ccc(Cl)cc2Cl)c(=O)[nH]1	7%	-0.6%	i	-1%	-12%	-3%	-2%	-3%	-9%
CCC(C(=O)NC1CCCC1)N(C(=O)Cn1nnc(-c2ccc(OC)c(OC)c2)n1)c1cccc(O)c1 (configuration not stated)	-5%	0.4%	i	11%	-1%	-2%	-1%	0%	-8%

Grouped by structure: the entries above containing an NH in an aromatic ring (3)
SMILES	ATXN2 expr inh	Nrf2 activator	ATXN viability	MCF10A rereplic	HepG2 tox	Nrf2 block	A549 viability	EPAC2 antag	TGFb inhibitor
COc1ccc(CCNCc2cc3ccc(C)cc3[nH]c2=O)cc1OC	-26%	-0.2%	i	3%	-19%	-5%	-8%	2%	-6%
CC(=O)c1c(C)[nH]c(C(=O)COc2ccc3c(C)cc(=O)oc3c2)c1C	-3%	0.1%	i	?	10%	?	-1%	10%	1%
O=c1[nH]c(O)c(C=Nc2ccc(Cl)cc2Cl)c(=O)[nH]1	7%	-0.6%	i	-1%	-12%	-3%	-2%	-3%	-9%

(next part)
SMILES	ATXN2 expr inh	Nrf2 activator	ATXN viability	MCF10A rereplic	HepG2 tox	Nrf2 block	A549 viability	EPAC2 antag	TGFb inhibitor
Cc1cccc(CN2CCN(C(=O)c3cccc4ccccc34)CC2)c1	-11%	0.3%	i	-3%	5%	-23%	1%	-2%	-18%
COc1cc(C(=O)Nc2ccc3c(c2)N(C2CCCC2)C(=O)c2ccccc2S3)cc(OC)c1OC	-5%	1.0%	i	nt	-7%	nt	-1%	nt	?
CC(Sc1nnc(Nc2ccccc2)s1)C(=O)Nc1nc(-c2ccccc2)cs1 (configuration not stated)	144%[activator][11.3 µM]	-0.1%	i	17%	-18%	?	1%	4%	-23%
Clc1ccc2[nH]c3c(c2c1)CNCC3	-33%	-1.0%	nt	-2%	-13%	-4%	6%	-10%	7%
NS(=O)(=O)c1ccc(NC(=O)CCC(=O)c2ccc(Cl)s2)cc1	9%	-0.3%	i	-6%	17%	21%	2%	7%	12%
CCN(CCCNC(=O)c1cn(CC)c2ccc(S(=O)(=O)N(C)C)cc2c1=O)c1cccc(C)c1	-16%	0.0%	i	17%	-2%	?	-18%	-2%	0%
COC(=O)[C@@]1(Cc2ccc(F)cc2)[C@H]2c3cc(C(=O)N(C)C)n(Cc4cc(C)n(C)n4)c3C[C@H]2CN1C(=O)c1ccccc1	-13%	0.3%	i	nt	nt	nt	nt	-10%	nt
Cc1cccc(NC(=O)C2CCCN2S(=O)(=O)c2ccc(F)cc2)c1C (configuration not stated)	-4%	0.2%	i	6%	-1%	0%	-2%	12%	-8%
CCc1ccc(Nc2ccc(S(=O)(=O)N3CCOCC3)cc2[N+](=O)[O-])cc1	-6%	0.4%	i	-9%	-23%	?	1%	-10%	?
COc1ccc(C(=O)NC(=S)NNC(=O)c2c(-c3ccccc3)noc2C)cc1	-30%	0.1%	i	14%	-28%	23µM*	?	0%	-28%
CC(C)[C@H](NC(=O)OCc1ccccc1)C(=O)OCc1cc(=O)oc2cc(O)ccc12	7%	-0.7%	i	3%	18%	0%	-1%	-9%	-15%
COc1ccc(S(=O)(=O)NCCC(=O)OCC(=O)c2ccc[nH]2)cc1[N+](=O)[O-]	nt	-0.8%	i	0%	-4%	3%	8%	3%	17%
O=C(Nc1ccc(N2CCN(C(=O)c3ccco3)CC2)cc1)c1ccc2c(c1)OCO2	?	0.0%	i	-179%[0.0737 µM]	7%	-28%	-13%	0%	-5%
